XIAP antagonists = small molecules displacing peptide from XIAP – biochemical, IAP family, fluorescence polarization (AID 1018) | XIAP BIR domain, fluorescence polarization peptide displacement; higher % means a stronger effect | displacement, % at 20 µM; hits with a dose series show IC50 in µM | 200,000 tested, 0.007% active; in the data active = displacement above about 50%; note: a part of the inactive calls stands beside numbers as strong as those of hits
Lipid droplet = modulators of hepatic lipid droplet formation; AML12 mouse hepatocytes, oleate lipid droplets, BODIPY imaging; inhibition, % at 6.5 µM; 240,000 tested, 0.4% active; AID 1656;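 active = lipid droplet intensity inhibited by at least 50%, with more than 500 cells counted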
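Assay system: AML12 hepatocytes (mouse) / Also added: 100 µM oleic acid challenge / Times: overnight treatment with compound plus oleate / Detection: high-content imaging of BODIPY-stained droplets and DAPI nuclei / Evaluation: % inhibition of lipid droplet signal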
Autophagy HCS = autophagy modulation, high-content screen. MEF GFP-LC3 puncta imaging; test concentration mostly 10 µM. calls only at 10 µM (by protocol). 190,000 tested, 0.98% active;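 active = percentage of spot-positive cells more than 3 SD above its plate mean, without a fluorescence outlier flag or 80% toxicity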;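 note: spot-positive cell cutoff set from DMSO-treated cells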
WT yeast gro inh = growth inhibition of WT yeast, mitochondrial fusion screen. mitochondrial fusion phenotypic screen, WT strain. inhibition, % at 10 µM. 190,000 tested, 2.1% active. AID 1362; in the data active = inhibition above about 58%; tested in S. cerevisiae
Dynein cargo inh = dynein cargo transport inhibition | 3617.4 mouse cells, GR-EGFP nuclear translocation imaging; test concentration mostly 20 µM; stimulated with dexamethasone, 1 µM; stronger effect = lower value | z-score, hits read low | 220,000 tested, 0.47% active | AID 1381;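 active = plate z-score of nuclear minus cytoplasmic receptor signal below a set negative limit, without overly bright fluorescence or cell loss, cut at about -3.5 in these data, passing the limit was not always enough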;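 note: z-score of nuclear minus cytoplasmic ring GR-EGFP intensity difference per well; some compounds called inactive have numbers as strong as hits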
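Also added – dexamethasone, 1.0 µM final · Buffer or medium – tet-free, stripped-serum medium · Schedule – induction 48 h, compound 1 h, agonist 30 min · Detection – formaldehyde fixation, Hoechst nuclear stain, 10x automated fluorescence imaging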
CSM14.1 death rescue = protection against thapsigargin-triggered cell killing – 384-well, CSM14.1, ATP luminescence, primary screen (AID 1222); CSM14.1 thapsigargin-induced death rescue, ATP luminescence; higher % means a stronger effect; 190,000 tested, under 10 active; cellular ATP content (survival), % at 20 µM, or EC50 in µM where a hit was titrated;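 active = EC50 below 50 µM in the dose-response confirmation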;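 note: death triggered by thapsigargin at about 15 µM added after 2 h compound pretreatment; cell ATP read after overnight thapsigargin exposure of roughly 18 to 22 hours; normalized against plate controls of thapsigargin alone and 5% DMSO vehicle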
Insulin prom up = MIN6 insulin promoter up-regulation; MIN6 insulin promoter-GFP reporter, high-content imaging; stronger effect = higher value; z-score at 5 µM; 190,000 tested, 0.3% active;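 active = z-score above 3 at 5 µM with at least 500 cells counted in the well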
MT stabilize HCS = stabilizes microtubules in HeLa cells | HeLa tubulin immunostaining HCS, 24 h; share of cells brighter than vehicle mean+2SD | % tubulin-high responders, % at 10 µM | 200,000 tested, 0.83% active | AID 2205;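 active = plate Z-score above 3 for both tubulin-high and condensed-nucleus cell shares, with cell loss under 80%, at 10 µM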;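 note: anti alpha tubulin signal scored within the nucleus-defined area of each cell; some results filed as inactive read as strong as hits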
b-catenin transl = modulators of beta-catenin nuclear translocation | 190,000 tested, 0.3% active | nuclear translocation activity, % at 5 µM | HeLa beta-catenin nuclear translocation, immunofluorescence imaging | AID 1665;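 active = nuclear translocation activity above 50% at 5 µM, with a well cell count of 50 or more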;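 note: per-cell ratio of nuclear to cytoplasmic median beta-catenin stain intensity; plate controls were DMSO negative control for no effect and GSK-3 inhibitor IX positive control for full effect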
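Test system: human HeLa cells, native beta-catenin. Compound dosing: 5 µM primary single dose, 0.1% DMSO, 0.02–20 µM confirmation series. Incubation: compound exposure 24 h at 37°C. Detection: beta-catenin immunostaining with DAPI counterstain, 20x imaging, 6 fields/well. Read-out basis: Nuclear/cytoplasmic beta-catenin signal ratio, % activation.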
WT yeast gro inh mutant strain = second read-out of WT yeast gro inh, no call of its own (marks repeat the call); inhibition, %; mitochondrial fusion phenotypic screen, mutant strain inhibition
Dynein cargo inh cytoplasmic EGFP = further read-out of Dynein cargo inh, marked with its call; z-score; measured here: cytoplasmic GR-EGFP intensity; stronger effect = higher value
Dynein cargo inh nuclear GR-EGFP = second read-out of Dynein cargo inh, no call of its own (marks repeat the call); z-score; measured here: nuclear GR-EGFP intensity;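 lower value marks the stronger effect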
Dynein cargo inh cell count = recorded beside Dynein cargo inh, whose call it bears; z-score; measured here: cell count per field
Insulin prom up cell count = further read-out of Insulin prom up, marked with its call; cell count; measured here: cytotoxicity, nuclei count;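 total cells summed across four imaged fields per well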
Lipid droplet cells 6.5 µM = also measured in Lipid droplet; calls as there; cell count; measured here: cell count, cytotoxicity flag;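 cells counted across two imaged fields per well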
b-catenin transl cell count 5 µM = second read-out of b-catenin transl, no call of its own (marks repeat the call); cell count; measured here: cell count, cytotoxicity flag
MT stabilize HCS Hoechst-high % = also measured in MT stabilize HCS; calls as there; % Hoechst-high responders; measured here: nuclear condensation Hoechst responders;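 share of cells brighter than vehicle mean plus two SD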
MT stabilize HCS cytotoxicity % = recorded beside MT stabilize HCS, whose call it bears; toxicity, %; measured here: cytotoxicity by cell density;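 0% = mean cell density of plate MIN control wells and 100% = no cells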
Autophagy HCS cell loss 18 h = recorded beside Autophagy HCS, whose call it bears; toxicity, %; measured here: cell loss, nuclei count;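 cell loss after 18 h compound exposure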
An asterisk follows results filed as active; i = inactive; · = no result given.

Values run as follows: XIAP antagonists | Lipid droplet | Lipid droplet cells 6.5 µM | Autophagy HCS | Autophagy HCS cell loss 18 h | WT yeast gro inh | WT yeast gro inh mutant strain | Dynein cargo inh | Dynein cargo inh cytoplasmic EGFP | Dynein cargo inh nuclear GR-EGFP | Dynein cargo inh cell count | CSM14.1 death rescue | Insulin prom up | Insulin prom up cell count | MT stabilize HCS | MT stabilize HCS Hoechst-high % | MT stabilize HCS cytotoxicity % | b-catenin transl | b-catenin transl cell count 5 µM
#1 CCCNC(=O)N1CCN(Cc2ccco2)CC1
→ -5.1% | -4 | 655 | i | 13 | 6 | 12 | 2 | -0.2 | 1.3 | -1.5 | -0.7% | 0.93 | 1396 | 3.2 | 1.9 | 5.5 | 0.2 | 969
#2 COc1ccc2cc(C(c3nnnn3C(C)(C)C)N3CCSCC3)c(=O)[nH]c2c1 (stereo not drawn)
→ -5.1% | · | · | i | 2 | -7 | 1 | -0.034 | -0.3 | 0.45 | -0.68 | -1.8% | 0.52 | 1167 | 3.8 | 3.0 | 9.1 | -1.6 | 1136
#3 O=C(Nc1ccccc1)c1cnc2n(c1=O)CCS2
→ -4.3% | 4 | 608 | · | · | 18 | 10 | -0.16 | -0.2 | 0.18 | -0.16 | · | -0.45 | 1532 | 2.1 | 1.9 | 9.1 | -0.8 | 1123
#4 CCOc1ccc2c(c1)[N+](C)(C)C(C)(C)C=C2C
→ -4.5% | 2 | 681 | i | 7 | -9 | -20 | 0.62 | -0.19 | 0.39 | 0.1 | · | -1.6 | 901 | 3.7 | 1.7 | 6.8 | 0.9 | 1031
#5 Cc1ccc(CNc2ccc(N3C(=O)CCCC3=O)cc2[N+](=O)[O-])cc1
→ -7.5% | -10 | 551 | i | -5 | 11 | 14 | -0.053 | -0.072 | 0.067 | 1 | -3.8% | 0.55 | 1233 | 2.9 | 1.5 | 9.3 | 0.4 | 1021
#6 Cc1cc(C(=O)N2CCOCC2)n(-c2ccccc2)n1
→ 1.4% | · | · | i | 9 | 3 | 9 | 0.17 | 0.19 | 0.26 | -0.29 | -0.2% | 0.65 | 965 | 2.3 | 2.9 | 3.1 | · | ·
#7 Cc1ccsc1/C=N/NC(=O)C1CC(=O)N(c2ccc(F)cc2)C1 (stereo not drawn)
→ · | 7 | 746 | · | · | · | · | 0.22 | -0.19 | 0.65 | -0.91 | · | 0.28 | 1140 | · | · | · | 2.1 | 1213
#8 O=C(Cc1ccccc1)N/N=C/c1ccccc1Cl
→ -7.5% | · | · | i | 2 | -7 | 18 | -0.56 | -0.15 | -0.67 | 0.28 | -1.9% | 1 | 1092 | 1.6 | 1.5 | 6.5 | 0.3 | 1392
#9 COc1ccc(-n2c(SCC(=O)Nc3ccccc3)nnc2-c2ccc(NS(=O)(=O)c3ccc(C)cc3)cc2)cc1
→ -6.1% | 3 | 739 | i | 30 | -3 | 16 | 0.054 | -0.14 | 0.73 | 0.88 | -0.9% | 1.2 | 947 | 3.3 | 1.3 | 7.8 | · | ·
#10 O=S(=O)(c1cccc(C(F)(F)F)c1)N1CCN(c2nnnn2-c2ccccc2)CC1
→ 0.8% | · | · | i | 19 | -5 | 5 | -0.058 | -0.057 | 0.32 | -0.94 | -0.4% | -0.82 | 1253 | 4.2 | 2.8 | 9.4 | 0.3 | 796
#11 O=C(Cc1c[nH]c2ccccc12)OCCOC(=O)Cc1c[nH]c2ccccc12
→ -7.7% | -20 | 727 | i | -6 | 6 | -8 | -1 | -0.17 | -0.29 | 0.066 | -0.9% | · | · | 3.0 | 1.6 | 3.9 | 0.2 | 484
#12 COc1ccc(C2(C(F)(F)F)NC(=O)N(C)C(=O)N2C)cc1 (stereo not drawn)
→ -3.1% | · | · | i | 16 | 1 | -3 | 1.1 | -0.21 | 0.75 | 0.011 | 0.8% | -0.67 | 1356 | 2.8 | 1.8 | 8.6 | -2.1 | 968
#13 CC(C)CCNC(=O)C(c1cccnc1)N(CCc1ccccc1)C(=O)Cn1nnc2ccccc21 (stereo not drawn)
→ -8.3% | -4 | 781 | i | -9 | -4 | 2 | 0.13 | 0.21 | 0.25 | 0.68 | -6.0% | · | · | 2.9 | 2.3 | 3.8 | -7.5 | 576
#14 COCc1cc(=O)n2[nH]c(-c3ccccc3)cc2n1
→ -1.0% | · | · | i | -6 | 6 | 16 | -0.66 | 0.034 | -0.26 | 1.3 | -1.5% | 0.13 | 1083 | 1.7 | 2.2 | 7.8 | -2.6 | 1074
#15 COc1cc2c(C(=O)Nc3ccc4c(c3)OCO4)cn(CC(C)C)c(=O)c2cc1OC
→ -4.8% | 1 | 816 | i | 31 | · | · | -0.88 | -0.34 | -0.16 | 0.33 | -1.1% | · | · | 1.6 | 1.5 | 6.2 | -7.4 | 1115
#16 Cc1nc(-c2ccc(S(=O)(=O)NCC3CCN(C(=O)OC(C)(C)C)CC3)s2)cs1
→ · | -9 | 665 | · | · | · | · | -0.014 | -0.28 | 0.04 | 0.093 | · | 0.37 | 1159 | · | · | · | 1.3 | 1304
#17 O=C(NCCN1CCN(c2cccc(Cl)c2)CC1)c1ccc(CSc2nc3ccncc3[nH]2)cc1
→ -5.3% | -10 | 749 | i | 29 | 34 | 20 | 0.32 | -0.17 | 0.33 | -0.77 | 1.2% | -1.4 | 1011 | 3.5 | 1.6 | 3.0 | 0.7 | 1015
#18 CCCCc1nnc(NC(=O)CCSc2ccccc2)s1
→ -5.3% | -14 | 699 | i | -1 | 10 | -3 | 0.81 | -0.11 | 0.81 | -0.6 | 0.4% | -0.86 | 915 | 2.6 | 2.3 | 8.8 | -2.7 | 1086
#19 O=C1CC(c2ccc3c(c2)OCO3)CN1 (stereo not drawn)
→ -5.1% | · | · | i | 12 | -9 | 2 | -1.4 | 0.097 | -0.55 | 0.91 | -0.4% | 1.1 | 1538 | 2.4 | 2.4 | 6.2 | -0.7 | 1349
#20 O=C(CCc1ccccc1)Nc1nncs1
→ -0.2% | · | · | i | -4 | 7 | 8 | 0.37 | 0.33 | -0.31 | -0.95 | -0.7% | 0 | 1498 | 3.1 | 1.5 | 6.4 | 0.0 | 1288
#21 CCC(C)NC(=O)Cc1cn(C)c2ccccc12 (stereo not drawn)
→ -4.9% | -3 | 808 | i | -7 | -6 | -15 | -0.85 | -0.5 | -0.44 | 0.76 | -0.5% | 0.67 | 728 | 1.0 | 0.9 | 0.1 | · | ·
#22 CC1CCN(C(=O)CN(CCc2ccccc2)S(C)(=O)=O)CC1
→ 0.1% | · | · | i | 17 | -38 | -34 | -1.6 | -0.029 | -0.51 | -0.11 | 0.4% | -0.27 | 1576 | 2.8 | 3.7 | 11 | -2.5 | 1018
#23 COc1ccc(C(c2sc3nc(C)nn3c2O)N2CC(C)OC(C)C2)cc1OC (stereo not drawn)
→ -3.6% | 2 | 754 | i | 1 | -11 | -4 | 0.35 | -0.2 | 0.29 | 0.53 | -0.8% | -0.17 | 1259 | 3.1 | 2.2 | 8.9 | -3.2 | 1164
#24 COc1ccc(NC(=O)CCCn2c(=S)[nH]c3ccccc3c2=O)cc1
→ -5.3% | 4 | 653 | i | 8 | 1 | -8 | 1.4 | -0.25 | 0.8 | -0.24 | -1.8% | -0.82 | 1916 | 6.9 | 2.5 | 2.0 | 0.1 | 1138
#25 Cc1ccc2nc(-c3ccc(O)cc3)c(Nc3ccc4c(c3)OCCO4)n2c1
→ -2.5% | · | · | i | 0 | 8 | 8 | 1.4 | 0.053 | 0.94 | -1.5 | 0.7% | -0.03 | 934 | 2.0 | 3.3 | 5.9 | 1.0 | 1112
#26 CCOCCCNC(=O)CN1C(=O)/C(=C/c2ccccc2)Sc2ccccc21
→ -5.2% | -4 | 603 | i | -12 | -9 | -3 | -0.47 | 0.073 | -0.42 | 0.37 | -0.6% | · | · | 2.1 | 2.8 | 7.5 | -0.7 | 890
#27 CCOC(=O)c1cccc(NC(=O)C2CCC(CNc3c(N4CCOCC4)c(=O)c3=O)CC2)c1 (stereo not drawn)
→ -5.7% | · | · | i | 10 | 6 | 1 | -0.81 | -0.27 | -0.35 | 0.56 | -0.7% | -0.06 | 894 | 1.3 | 4.4 | 4.9 | · | ·
#28 Cc1cc(Br)c2[nH]c3c(c2c1)CCCC3=O
→ -6.9% | -4 | 812 | i | 8 | · | · | -0.89 | -0.16 | -0.35 | 1.1 | 0.8% | · | · | 1.8 | 1.4 | 11 | · | ·
#29 O=C1CSC(c2ccc([N+](=O)[O-])cc2)N1CCN1CCCCC1 (stereo not drawn)
→ -8.2% | 5 | 665 | i | 13 | -2 | 5 | 1.6 | -0.24 | 1 | -0.8 | · | -0.09 | 1270 | 2.8 | 1.1 | 2.1 | 1.4 | 1107
#30 Cc1cccc(OCc2nnc(SCC(=O)N3c4ccccc4CC3C)n2C)c1C (stereo not drawn)
→ -3.4% | -14 | 634 | i | 2 | 14 | -1 | -0.3 | -0.17 | -0.1 | 0.65 | 0.9% | · | · | 2.2 | 2.0 | 8.0 | -2.1 | 462
#31 COc1cccc(C(=O)N/N=C(\CC(C)C)c2ccccc2)c1
→ -5.9% | 18 | 710 | i | 4 | 9 | -5 | 0.4 | -0.25 | 0.19 | -0.61 | 0.2% | 0.31 | 1297 | 1.1 | 3.0 | 10 | -1.6 | 509

Bioassay records (PubChem)
